Screening results as filed in PubChem.
WT yeast gro inh: growth inhibition of WT yeast, mitochondrial fusion screen; mitochondrial fusion phenotypic screen, WT strain; inhibition, % at 10 µM; hit rate 2.1% among 190,000; AID 1362; in the data active means inhibition above about 58%; tested in S. cerevisiae
Yfh1-depleted yeast: mitochondrial function rescue without frataxin homolog – Friedreich's ataxia, plus single-dose screen, dose response (AID 1465). S. cerevisiae Yfh1-off respiration, WST-1 reduction, 72 h; higher fold induction means a stronger effect. one-dose fold induction at 50 µM; EC50 in µM for titrated hits. hit rate 0.074% among 220,000;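 active means fold induction of absorbance versus untreated yeast above a set limit, then at least 30% activation at any dose in follow-up; inconclusive means repeats straddling the limit, or above it without dose testing; inactive means fold induction below the set limit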;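 further: activators that raise dye reduction in frataxin-depleted yeast; strong numbers were not always called active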
TNAP activation fold: human TNAP enzyme activators, primary screen, biochemical, luminescent, no phosphate acceptor, uHTS (AID 1001); purified TNAP, luminescent activation assay, no phosphate acceptor; higher activation fold means a stronger effect; activation fold at 20 µM, or EC50 in µM where a hit was titrated; hit rate 0.03% among 200,000; in the data active means activation fold from about 3, or a potency from the dose series; inactive means the rest, 99 in 100 with activation fold below about 1.6; further: many of its hits are not listed in these tables
XIAP antagonists: XIAP antagonists, biochemical, IAP family, fluorescence polarization (AID 1018); hit rate 0.007% among 200,000; XIAP BIR domain, fluorescence polarization peptide displacement; higher % means a stronger effect; displacement, % at 20 µM; hits with a dose series show IC50 in µM; in the data active means displacement above about 50%; further: a part of the inactive calls stands beside numbers as strong as those of hits
M17LAP inhibition: P. falciparum M17LAP inhibitors, primary screen, biochemical, fluorogenic H-Leu-NHMec substrate, 1536-well (AID 1619); recombinant M17LAP, H-Leu-NHMec fluorogenic kinetic assay; higher % means a stronger effect; one-dose inhibition, % at 30 µM; IC50 in µM for titrated hits; hit rate 0.38% among 220,000;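 active means compound inhibiting the enzyme by more than half at any dose during confirmatory dose-response retesting; inconclusive means strong single-dose inhibitors picked by rank but not retested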;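 further: plate controls were full reaction with DMSO carrier for no effect and no enzyme background for full effect; strong numbers were not always called active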
PMI inhibitors: MPI enzyme activity inhibition – biochemical, fluorescence intensity, coupled assay, primary screen (AID 1209); purified PMI enzyme, coupled fluorescence intensity; higher % means a stronger effect; inhibition, % at 20 µM, or IC50 in µM where a hit was titrated; hit rate 0.42% among 190,000;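 further: plate controls were DMSO vehicle for no effect and wells lacking substrate for full effect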
PMI inhibition: MPI inhibition at elevated mannose 6-phosphate – biochemical, fluorescence intensity, high mannose 6-phosphate, primary screen (AID 1220) | hit rate 0.66% among 190,000 | recombinant PMI enzyme, coupled fluorescence intensity; higher % means a stronger effect | one-dose inhibition, % at 20 µM; IC50 in µM for titrated hits
P. falciparum M1AAP: malaria alanyl aminopeptidase activity blockers – biochemical, fluorogenic H-Leu-NHMec substrate, 1536-well (AID 1445). recombinant M1AAP, H-Leu-NHMec fluorogenic kinetic assay; higher % means a stronger effect. inhibition, % at 30 µM, or IC50 in µM where a hit was titrated. hit rate 0.42% among 220,000;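 active means primary inhibition above the hit cutoff, then over 50% inhibition at one or more dose response concentrations, cut at about 23% in these data, passing the limit was not always enough; inconclusive means conflicting primary data, or primary hits not chosen for dose response; inactive means low primary inhibition, or under 50% at every dose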;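 further: plate controls were DMSO full reaction for no effect and no enzyme background for full effect; strong numbers were not always called active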
LYP phosphatase: inhibitors of LYP phosphatase, biochemical, fluorescence intensity, uHTS (AID 1779); recombinant LYP phosphatase, fluorescence intensity; higher % means a stronger effect; inhibition, % at 11.5 µM, or IC50 in µM where a hit was titrated; hit rate 0.054% among 290,000;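 further: plate controls were vehicle with enzyme for no effect and no enzyme for full effect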
WT yeast gro inh mutant strain: also measured in WT yeast gro inh; calls as there; inhibition, %; mitochondrial fusion phenotypic screen, mutant strain inhibition
* hit, by the source's call; i = inactive; ? = inconclusive; nt = not tested or not shown. Unless noted, no stated cut-off is given here; in the data, active means inhibition above about 50%; inactive means the rest.

SMILES	WT yeast gro inh	WT yeast gro inh mutant strain	Yfh1-depleted yeast	TNAP activation fold	XIAP antagonists	M17LAP inhibition	PMI inhibitors	PMI inhibition	P. falciparum M1AAP	LYP phosphatase
CC1CCN(S(=O)(=O)c2ccc(C(=O)NNC(=O)C3CC3)cc2)CC1	-7	-2	i	1.1	-9.4%	-15%	-8%	-15%	-2%	-12%
COC(=O)C(=Cc1ccc(-c2ccsc2C(=O)OC)o1)C(=O)OC	nt	nt	i	nt	nt	2%	nt	nt	15%	0%
Cc1cccc2cc3c(nc12)SC(=NCC1CCCO1)N(Cc1ccco1)C3 (stereo not given)	4	10	i	1.1	0.3%	34%	7%	-6%	12%	4%
CSc1nnc(-c2ccncc2)n1CCCN1CCCC1=O	nt	nt	i	1.1	-3.5%	nt	-2%	4%	nt	-6%
O=C1C=C(NCc2ccc3c(c2)OCO3)CC(c2ccccc2)C1 (stereo not given)	-13	-1	i	1.2	-3.0%	?	8%	-1%	8%	-2%
Cc1ccccc1NC(=O)Cc1nnc(SCc2ccc(Cl)c(Cl)c2)n1C	10	15	i	1	-7.2%	-6%	15%	14%	1%	-2%
Cc1nn(-c2cc(C(F)(F)F)ccc2Cl)c2nc(C(F)(F)F)[nH]c(=O)c12	-14	-13	i	1.1	-8.9%	10%	-6%	-13%	1%	-4%
O=C(N/N=C/c1ccc2c(c1)OCO2)c1ccc(Cn2cc([N+](=O)[O-])cn2)o1	-12	-4	i	1.1	3.1%	4%	0%	-1%	14%	0%
[O-]/C(=C(\C(=S)Nc1ccc(SC(F)F)cc1)[n+]1ccccc1)c1cc(Cl)ccc1Cl	12	21	i	1.1	-8.3%	4%	8%	3%	4%	-1%
Brc1cccc(-c2nnc3sc(CN4CCCCC4)cn23)c1	8	9	i	1.2	-4.1%	13%	6%	0%	0%	-8%
COc1ccc(NC(=O)CN(Cc2ccccc2)S(C)(=O)=O)cc1OC	1	15	i	1	-3.6%	8%	6%	41%	1%	-10%
CCN(CC)C(=O)CN(C#N)c1nc(NC(C)C)nc(NC(C)C)n1	25	14	i	1.2	-1.5%	1%	-1%	-6%	-1%	-4%
C/C(=N\NC(=O)c1cc2ccccc2cc1O)c1cc2ccccc2o1	nt	nt	i	nt	nt	6%	nt	nt	3%	10%
NC(=O)c1ccccc1	-3	-17	i	1.1	-1.9%	-13%	-8%	-7%	0%	-2%
CCOC(=O)CSc1nnc(Cc2ccccc2)n1-c1ccc(C)cc1	-23	10	i	1	-4.3%	4%	-5%	-7%	-3%	-1%
COCCCNC(=O)c1ccc2nc3ccccc3c(=O)n2c1	-20	-11	i	1.1	-0.1%	-183%	14%	12%	7%	-8%
Cc1ccc(S(=O)(=O)NC(=O)Nc2cccc(C)n2)cc1	nt	nt	i	nt	nt	-2%	nt	nt	-3%	-9%
COc1ccc2cc(-c3[nH]ncc3CN3CCCN(c4ccccc4)CC3)ccc2c1	84	87	i	1.1	-7.4%	0%	5%	-5%	-4%	-3%
COc1cc(C=O)ccc1OC(=O)c1ccc(C(C)C)cc1	39	39	i	1.1	0.1%	-2%	16%	12%	20%	-3%
CCCOc1c(OC)cccc1C1CC(=O)Nc2cc(OC)c(OC)c(OC)c21 (stereo not given)	-4	8	i	1	-2.3%	-7%	-9%	4%	0%	3%
COc1cc2cc(CN(C(=O)Nc3ccccc3)C3CCCC3)c(=O)[nH]c2cc1OC	0	25	i	1.1	-6.4%	-4%	9%	14%	17%	4%
Cc1cc(C)n2nc(CC#N)c(C#N)c2n1	10	7	i	1	-2.1%	-14%	9%	9%	5%	-8%
O=c1c2[nH]c3ccc(F)cc3c2ncn1CCCN1CCOCC1	0	5	i	1.1	-2.4%	-9%	0%	-2%	4%	-5%
COC(=O)c1cc(NS(=O)(=O)c2ccc(NC(C)=O)cc2)cc(C(=O)OC)c1	1	-7	i	1	-5.0%	7%	5%	5%	9%	-2%
COc1ccccc1C(=O)NNC(=O)CCCN1C(=O)/C(=C/c2cccs2)SC1=S	-4	-8	i	1.4	-4.0%	4%	6%	-6%	-2%	-6%
CN(C)CCNC(NC(=O)c1cccs1)C(Cl)(Cl)Cl (stereo not given)	5	-1	i	1.3	-5.2%	1%	4%	-13%	3%	-2%
COc1ccccc1N(C)S(=O)(=O)c1ccc(C(=O)O)cc1	-20	12	i	1.1	-3.4%	-2%	-6%	-4%	11%	-8%
N#C/C(=C\c1ccc(N2CCCCC2)c([N+](=O)[O-])c1)c1nn(-c2ccccc2)c(N)c1C#N	8	2	i	0.9	-7.5%	3%	20%	12%	-6%	8%
Cc1cc2nc(Cl)c(Cl)nc2cc1C	nt	nt	i	nt	nt	9%	nt	nt	8%	-3%
COC(=O)COc1ccc(/C=C2/NC(=O)N(CC(=O)OC)C2=O)cc1	-5	-10	i	1.1	-4.4%	-2%	-4%	1%	7%	1%
CCOC(=O)Cn1nc(C)c(NC(=O)COc2ccc(OC)cc2)c1C	nt	nt	i	nt	nt	-3%	nt	nt	6%	-4%
O=C(OCc1ccc(Cl)cc1Cl)c1ccncc1	10	11	i	1.1	-2.3%	-3%	-1%	1%	5%	-6%
COc1ccc(CCNC(=O)COc2ccc(N(C)S(=O)(=O)c3ccc(C)cc3)cc2)cc1OC	7	16	i	1.2	-0.3%	-2%	-2%	-1%	-1%	1%
CCn1c2c(c(=N)c3c1CCC3)CCCC2	nt	nt	i	nt	nt	2%	nt	nt	8%	-2%
Oc1ccc(N=Nc2n[nH]c(-c3ccc(Cl)cc3)n2)cc1	8	0	i	0.3	-2.4%	7%	0%	11%	27%*	-4%
O=C(OCCCN=C1NS(=O)(=O)c2ccccc21)c1cccs1	-1	-13	i	1.1	-0.9%	-7%	3%	1%	2%	-2%
CC(=O)Nc1sc2c(c1C#N)CCCCC2	2	-4	i	1	-4.9%	-1%	-8%	-18%	1%	-4%
O=C1CCCc2nc(N3CCc4ccccc43)ncc21	8	6	i	1	-7.0%	1%	2%	-2%	13%	-8%
CCCNCC(O)Cn1c2ccccc2n2c(=O)cc(C)c(C#N)c12 (stereo not given)	4	4	i	1.1	-8.1%	18%	-6%	-8%	7%	-8%
Cc1ccc(S(=O)(=O)N(C)C)cc1NC(=O)CN1C(=O)NC2(CCCc3ccccc32)C1=O (stereo not given)	-11	-25	i	1.1	-2.8%	13%	3%	5%	6%	3%
O=C(Oc1cccnc1)c1ccco1	-6	20	i	1.1	-5.2%	-2%	4%	1%	4%	-3%
CCOc1ccc(-c2[nH]ncc2-c2csc(C)n2)c(O)c1	-7	8	i	1.7	-4.9%	6%	17%	15%	7%	-1%
CN(C1CC(C)(C)N(O)C(C)(C)C1)S(=O)(=O)CC12CCC(CC1=O)C2(C)C (stereo not given)	-9	-2	i	1.1	-3.9%	1%	0%	-1%	6%	-1%
O=C(Nc1ccc2c(c1)OCO2)C1CCCN(c2nc3ccccc3s2)C1 (stereo not given)	38	21	i	1.2	-2.0%	14%	11%	15%	-3%	-4%
O=C(CCN1C(=O)c2cccc3cccc(c23)C1=O)N1CCN(c2ccccc2F)CC1	8	10	i	1.1	-1.3%	4%	-6%	-11%	4%	-2%
Cc1cccc(OCCNc2ccc(C(F)(F)F)cc2[N+](=O)[O-])c1	-5	-4	i	1	-5.0%	-2%	8%	-4%	1%	-2%
CC(C)c1ccc(S(=O)(=O)c2cc3cc(Br)ccc3oc2=O)cc1	2	-7	i	1.1	-2.3%	-3%	-9%	-25%	-3%	-4%
CN1CCN(Cc2c(O)ccc3occ(C(=O)c4ccccc4)c23)CC1	11	3	i	1	-0.7%	7%	13%	13%	11%	1%
Cc1cccc(NC(=O)C2(c3ccccc3)CCOCC2)c1	9	-6	i	1.1	-5.2%	-4%	-3%	-6%	-3%	-3%
Cc1cc(C(=O)OCC(=O)c2cccs2)c2ccccc2n1	11	8	i	1	-6.9%	-5%	18%	15%	-3%	-3%
COc1ccc(CCNC(=O)CN2C(=O)c3ccccc3S2(=O)=O)cc1	-9	-9	i	1	-1.4%	35%	-1%	-8%	5%	-2%
CCOC(=O)c1[nH]c2ccccc2c1NC(=O)CC(C)C	nt	nt	i	nt	nt	1%	nt	nt	2%	-2%
CC1=Nc2ccccc2N=C(NC(=O)c2ccccc2)C1c1ccc(Cl)cc1 (stereo not given)	37	17	i	1	-5.8%	0%	21%	13%	0%	-1%
Cc1ccc(NC(=O)CSc2nnnn2C)cc1S(=O)(=O)N(C)C	-7	2	i	1	-4.1%	-6%	10%	-1%	23%	-9%
CC(CC1CC(C)(C)OC1=O)C(=O)Nc1nncs1 (stereo not given)	-21	-25	i	1	-3.9%	9%	-2%	-5%	1%	-6%
O=C(c1ccccc1)c1ccc(COC(=O)c2cnccn2)cc1	8	6	i	1.1	-1.4%	8%	3%	-1%	11%	-6%
Cc1ccc(C(=O)N2CCN(c3ccc(C(F)(F)F)cn3)CC2)c(C)c1	nt	nt	i	1	2.0%	-50%	5%	-4%	-1%	-3%
COCCCNC(=S)NCCNc1nc2cc(C)cc(C)c2cc1C#N	2	-6	i	1.1	-4.7%	-15%	-56%	-70%	7%	-4%
CC(C)CCN=CC1=C(O)CC(c2ccccc2)CC1=O (stereo not given)	10	14	i	1.1	-7.0%	1%	-4%	1%	4%	1%
COc1cc(C(O)P(=O)(OC(C)C)OC(C)C)cc(OC)c1OC (stereo not given)	-1	9	i	1	-7.5%	0%	17%	5%	6%	-4%

Exported with values under each structure: entries from further up
Results follow in this order: WT yeast gro inh | WT yeast gro inh mutant strain | Yfh1-depleted yeast | TNAP activation fold | XIAP antagonists | M17LAP inhibition | PMI inhibitors | PMI inhibition | P. falciparum M1AAP | LYP phosphatase
- CC1=Nc2ccccc2N=C(NC(=O)c2ccccc2)C1c1ccc(Cl)cc1 (stereo not given)
→ 37 | 17 | i | 1 | -5.8% | 0% | 21% | 13% | 0% | -1%
- Cc1ccc(NC(=O)CSc2nnnn2C)cc1S(=O)(=O)N(C)C
→ -7 | 2 | i | 1 | -4.1% | -6% | 10% | -1% | 23% | -9%

(listing goes on)
SMILES	WT yeast gro inh	WT yeast gro inh mutant strain	Yfh1-depleted yeast	TNAP activation fold	XIAP antagonists	M17LAP inhibition	PMI inhibitors	PMI inhibition	P. falciparum M1AAP	LYP phosphatase
CCN(CC)C(=O)CSc1nnc(-c2cccs2)n1Cc1ccco1	-3	7	i	1.1	1.6%	10%	-5%	-12%	-1%	-7%
O=c1oc2cc(O)ccc2c2c1CCCC2	-12	14	i	1.1	-4.7%	i	12%	4%	10%	-22%
CCC(C)(C(=O)NC1CCCCC1)N(CC1CCCO1)C(=O)CNC(=O)c1ccccc1 (stereo not given)	8	14	i	1.1	-1.0%	22%	12%	6%	4%	-4%
O=C(O)C1CCN(C(=O)Cc2ccccc2)CC1	-13	-2	i	1.1	-5.4%	-14%	-5%	-12%	6%	-6%
COc1cc2ncnc(NCc3cccs3)c2cc1OC	7	1	i	1	-2.1%	1%	12%	11%	8%	-7%
CC(NC(=O)c1ccc(=O)oc1)c1ccccc1 (stereo not given)	-3	-9	i	1	-2.3%	4%	-12%	-10%	8%	-7%
Cc1ccc(Oc2ccc(NC(=O)CSc3n[nH]c(N)n3)cc2)cc1	-3	6	i	1.1	-5.3%	-7%	-3%	-5%	-3%	-6%
